Screens from PubChem.
SENP8 block-1: SENP8 (human) protease inhibition; recombinant SENP8, Nedd8 substrate fluorescence; inhibition, % at 20 µM; actives 0.64% (n = 360,000); AID 602440; in the data active = inhibition mostly above about 40%, no sharp cut-off; inactive = mostly below about 27%
APOBEC3G inh: inhibitors of human APOBEC3G DNA deaminase | recombinant A3G, ssDNA deamination FAM/TAMRA fluorescence | actives 0.28% (n = 330,000) | AID 493012 | Q9HC16 | inhibition, % at 20 µM;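 active = inhibition of at least 40% at 20 µM, with no more than 30% in the related APOBEC3A deaminase screen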;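 also: plate controls were DMSO wells with A3G for no effect and wells lacking A3G enzyme for full effect; some compounds called inactive have numbers as strong as hits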
Target sequence (Q9HC16 whole entry, looked up): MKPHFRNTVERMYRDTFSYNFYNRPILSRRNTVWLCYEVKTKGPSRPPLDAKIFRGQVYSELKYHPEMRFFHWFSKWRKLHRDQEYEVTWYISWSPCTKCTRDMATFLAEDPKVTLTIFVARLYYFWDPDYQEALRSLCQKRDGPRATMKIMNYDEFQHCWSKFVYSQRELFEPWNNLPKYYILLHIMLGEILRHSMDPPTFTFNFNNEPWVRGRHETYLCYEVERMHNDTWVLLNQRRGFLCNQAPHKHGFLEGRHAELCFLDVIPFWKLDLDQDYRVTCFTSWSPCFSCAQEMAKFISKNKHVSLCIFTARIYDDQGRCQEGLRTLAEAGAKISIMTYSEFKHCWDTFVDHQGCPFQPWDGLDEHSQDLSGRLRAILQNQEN
SENP7 block: inhibitors of human SENP7 protease | Q9BQF6 | recombinant SENP7, Z-RLRGG-aminoluciferin luminescence, 40 min | inhibition, % at 5 µM | actives 1.5% (n = 330,000);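 active = inhibition above about 50% at the single test dose, limit read from the data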;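 also: plate controls were DMSO with enzyme for no effect and no enzyme buffer wells for full effect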
Target sequence (Q9BQF6 706-1050 limits assumed): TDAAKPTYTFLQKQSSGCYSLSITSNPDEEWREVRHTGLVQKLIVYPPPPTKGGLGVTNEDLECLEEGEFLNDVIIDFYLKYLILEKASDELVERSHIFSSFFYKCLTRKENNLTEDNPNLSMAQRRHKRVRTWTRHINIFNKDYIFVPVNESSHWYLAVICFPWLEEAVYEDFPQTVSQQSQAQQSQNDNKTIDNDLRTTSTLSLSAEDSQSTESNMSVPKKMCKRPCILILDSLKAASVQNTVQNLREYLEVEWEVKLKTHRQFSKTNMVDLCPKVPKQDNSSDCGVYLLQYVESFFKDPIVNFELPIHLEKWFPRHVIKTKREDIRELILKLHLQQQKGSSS
SENP1 inh: SENP1 (human) catalytic domain inhibition. Q9P0U3. recombinant SENP1 catalytic domain, CyPet-SUMO1-YPet FRET cleavage. inhibition, % at 10 µM. actives 0.21% (n = 360,000);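 active = inhibition at least 30% at 10 µM, raw YFP signal under a set limit, fluorescence ratio 0.5 to 1.5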;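 also: 0% = enzyme with DMSO and 100% = no enzyme wells; some results filed as inactive read as strong as hits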
Target sequence (Q9P0U3 419-644 limits assumed): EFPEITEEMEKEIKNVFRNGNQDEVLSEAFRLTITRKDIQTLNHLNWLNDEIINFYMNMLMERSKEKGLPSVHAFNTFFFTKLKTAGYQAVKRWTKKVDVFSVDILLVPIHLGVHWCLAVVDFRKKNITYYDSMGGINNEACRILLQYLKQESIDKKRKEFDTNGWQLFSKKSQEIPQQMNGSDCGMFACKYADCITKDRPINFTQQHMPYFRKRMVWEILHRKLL
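Test system: recombinant human SENP1 catalytic domain, His6-tagged / Medium: pH 8 Tris buffer with EDTA, NaCl, BME, BSA, NP40, catalase / Also added: SUMO1 FRET substrate flanked by Cypet and Ypet, 25 nM / Times: 50 min reaction at room temperature / Signal: FRET, CFP and YFP emission / Control set: no-enzyme low control and enzyme-plus-DMSO high control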
Apaf1 inhib: blocks human Apaf-1 apoptosome activity | O14727 | reconstituted apoptosome caspase-3 activity, DEVD-Rh110 fluorescence | inhibition, % at 20 µM | actives 0.71% (n = 330,000) | AID 489030; active = inhibition of at least 40% at 20 µM;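 also: plate controls were DMSO wells for no effect and DEVD-CHO caspase inhibitor wells for full effect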
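Assay system – apoptosome proteins · Medium – Hepes buffer, pH 7.5 · Also added – cytochrome c with DEVD-Rh110 · Timing – 30 min compound preincubation, 50 min activation, room temperature · Detection – Rh110 fluorescence, excitation 480 nm, emission 540 nm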
UBC13 inh: inhibitors of human UBC13 polyubiquitin chain formation. P61088. TR-FRET. inhibition, % at 20 µM. actives 0.47% (n = 330,000); in the data active = inhibition above about 45%, passing the limit was not always enough
SENP8 block-2: inhibitors of human SENP8 protease; Q96LD8; purified SENP8, Z-RLRGG-aminoluciferin cleavage, luminescence; inhibition, % at 10 µM; actives 1.2% (n = 330,000); AID 2540; in the data active = inhibition above about 50%
SENP6 inh: inhibitors of human SENP6 protease; Q9GZR1; actives 1.8% (n = 330,000); inhibition, % at 10 µM; Recombinant SENP6 catalytic domain, aminoluciferin luminescence;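 active = inhibition above about 50% at the single tested dose, limit read from the data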;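 also: plate controls were DMSO wells with enzyme for no effect and DMSO wells lacking enzyme for full effect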
Numbers without * were called inactive; x = not tested or not shown. The order is random; any-hit rate near 3.6%.

SMILES	SENP8 block-1	APOBEC3G inh	SENP7 block	SENP1 inh	Apaf1 inhib	UBC13 inh	SENP8 block-2	SENP6 inh
CCCc1cc(=O)[nH]c(SCCOc2ccc(Cl)cc2)n1	4	-4	0	1	-3	-5	-9	-2
O=C(N/N=C/c1ccc([N+](=O)[O-])cc1)C(=O)N1CCCC1	6	-8	-3	0	1	-8	-9	-55
S=C1NCCNC(=S)NCCOCCOCCOCCN1	9	-4	-3	2	4	-17	-10	-25
O=C(CN1CCCCCC1)N1c2ccccc2C=Cc2ccccc21	15	-4	-3	-1	19	-13	-15	-4
O=C(Nc1cccc(-c2csc(Nc3cccc(C(F)(F)F)c3)n2)c1)c1ccccc1	-2	-7	-1	-3	15	-6	-9	8
O=C(Nc1ccc(-c2nc3ccccc3[nH]2)cc1)c1ccco1	-69	-1	86*	0	1	-1	84*	91*
Cc1cc(C)nc(SC(C)CNS(=O)(=O)c2ccccc2)n1 (stereo unspecified)	5	-5	-2	0	1	-5	5	5
CC1(c2nnc(-c3ccc(F)cc3)o2)CC(c2ccc(Cl)cc2)=NO1 (stereo unspecified)	12	10	3	-1	20	20	-9	-4
O=C(Cc1ccc([N+](=O)[O-])cc1)Nc1cccnc1	14	1	0	6	-19	6	4	-2
CS(=O)(=O)c1ccc(N)cc1	-4	-6	1	-34	-5	-1	-2	-4
Cc1ccc(C)c(OCCC(=O)OCC(=O)NCc2ccc(F)cc2)c1	-2	-7	13	2	12	1	-5	-6
COC(=O)c1sccc1NC(=O)Nc1ccc(OC)cc1OC	-8	-4	6	-1	7	2	-9	-3
CCN(C(=O)COC(=O)/C=C/c1nc2ccccc2s1)C1CCS(=O)(=O)C1 (stereo unspecified)	-72	-6	-4	-1	-9	-4	-3	1
Cc1ccc(S(=O)(=O)N2CCN(C)CC2)cc1C	9	-5	-3	2	-7	-2	-8	12
O=C(Cn1c(CO)nc2ccccc21)Nc1ccccc1Cl	1	-4	-3	2	-9	-3	-2	-5
CCCN1CCN(S(=O)(=O)c2cn(C)nc2C)CC1	-8	-2	10	-6	1	-6	-7	-13
CCOC(=O)[C@@H]1[C@H]2COc3cc(OC)ccc3[C@@H]2N2C(=O)N(c3ccc(Cl)cc3)C(=O)[C@]12C	5	-4	-2	1	26	-15	6	-16
NC1=NC[C@@H](Cc2ccc(O)cc2)N1CCc1cccc2ccccc12	10	-1	-1	0	8	43	-4	-5
N#CCCN(C(=O)CSc1ncccn1)c1ccc2c(c1)OCCO2	6	-2	7	0	-5	-5	-2	10
O=C(c1cc2nc(-c3ccccc3)cc(-c3ccccc3)n2n1)N1CCCC1	-391	-7	5	-59	29	13	3	-9
CCOC(=O)c1sc(NC(=O)CCCCl)nc1C	21	-2	-1	1	-2	9	-4	-10
O=C(Nc1ccc(F)cc1Cl)C1=COCCO1	14	-12	-6	-2	2	-1	6	-8
COc1ccc(CCNC(=O)CS(=O)Cc2nc(-c3cccs3)oc2C)cc1OC (stereo unspecified)	10	-5	0	-2	-1	6	3	0
COc1ccc(S(=O)(=O)N2CCC(NC(=O)C3CCCCC3)CC2)cc1	9	-12	-3	0	-4	3	1	8
CC(C)n1nc(C(=O)NCc2ccc3c(c2)OCO3)c2ccccc2c1=O	2	0	7	-4	5	2	-3	-13
Cc1cc(C)c(NC(=O)CSCc2c(C)noc2C)c(Cl)c1	4	-4	2	1	-1	7	15	-7
CC(C)(C)[C@H]1COC(=O)[C@@H](NC(=O)OCC2c3ccccc3-c3ccccc32)C/C=C\C[C@@H](CC(=O)N[C@@H](CO)Cc2ccccc2)C(=O)N1	0	-2	-3	-7	32	13	1	22
Cc1ccc(NC(=O)CCn2cccc2)cc1C	14	-12	-14	-1	11	-5	-4	-10
CN(CCC#N)S(=O)(=O)c1ccc2[nH]cc(C(=O)NCCc3ccccc3)c(=O)c2c1	-76	-6	7	-15	1	9	7	15
CC(=O)c1cccc(NS(=O)(=O)c2cc3c(cc2C)NC(=O)CO3)c1	-4	-4	-7	3	-3	4	0	-2
CCN(CC)C(=O)/C(=C\c1ccc(Br)cc1)NC(=O)c1ccccc1OC	7	-6	2	1	1	-1	-1	-7
O=C(NCCN1CCOCC1)c1ccc2c(c1)N(Cc1ccccc1F)C(=O)c1ccccc1S2	17	-9	-10	2	14	-4	-7	-6
CCOC(=O)C(C(=O)OCC)C(Nc1ccccc1)c1ccccc1 (stereo unspecified)	8	1	-1	4	4	9	-3	-7
Cc1cc(C)c(C2C(C#N)=C(N)Oc3n[nH]c(C)c32)cc1CN1CCCC1 (stereo unspecified)	4	-3	24	0	-19	3	-1	-11
N#C/C(C(N)=O)=c1/ccc2c(c1)N1C3=C(CCCC3)CC3CCCCC31N=2 (stereo unspecified)	x	-6	0	x	18	-83	11	10
CC(=O)c1cccc(NC(=O)CCCSc2ccccc2)c1	12	-2	-6	1	4	2	2	-7
CC(C)NS(=O)(=O)c1ccc(NC(=O)C(C)OC(=O)CCC2CCCCC2)cc1 (stereo unspecified)	22	-8	-10	3	20	1	1	20
O=C(NNC(=O)c1cccs1)c1ccc2ccccc2c1	14	-9	-4	0	6	-4	-11	-22
COc1cc(CN2CCC(Oc3cc(C(=O)NC4CC4)ccc3OC)CC2)cc(OC)c1	7	8	3	2	8	-2	-5	2
CCn1c2ccccc2c2cc(NC(=O)COc3ccccc3OC)ccc21	-31	-2	5	0	2	8	6	14
COc1ccccc1N1CCN(CC(O)c2ccc3cc[nH]c3c2)CC1 (stereo unspecified)	-150	3	0	-20	6	9	-5	0
CN1CCC(=NNC(=O)CN(c2cccc(Cl)c2)S(C)(=O)=O)CC1	17	-6	-10	2	3	-9	-2	-13
Nc1nc(NCc2c(F)cccc2Cl)nn1-c1ccccc1	26	-2	2	3	-6	10	-6	-2
COc1ccc(N2C(=O)/C(=C/c3cccnc3)NC2=S)cc1	32	-18	-3	-1	8	-24	3	-22
CN(c1cccc(NC(=O)CN(c2cccc(Cl)c2)S(=O)(=O)c2ccccc2)c1)S(C)(=O)=O	8	-8	-6	-1	16	-3	-17	-2
O=C(NCCO)/C(=C/c1ccc2c(c1)OCO2)NC(=O)c1ccc(Br)cc1	6	1	3	-4	-8	3	-2	7
N/C(Cc1cccs1)=N\OC(=O)COc1ccc(Br)cc1Cl	14	-5	-12	3	21	-9	-11	-18
NS(=O)(=O)c1ccc(N=Nc2c(O)ccc3ccccc23)cc1	18	3	3	4	-38	-71	0	10

4 entries picked at random from the list so far:
SMILES	SENP8 block-1	APOBEC3G inh	SENP7 block	SENP1 inh	Apaf1 inhib	UBC13 inh	SENP8 block-2	SENP6 inh
NS(=O)(=O)c1ccc(N=Nc2c(O)ccc3ccccc23)cc1	18	3	3	4	-38	-71	0	10
CN1CCC(=NNC(=O)CN(c2cccc(Cl)c2)S(C)(=O)=O)CC1	17	-6	-10	2	3	-9	-2	-13
N/C(Cc1cccs1)=N\OC(=O)COc1ccc(Br)cc1Cl	14	-5	-12	3	21	-9	-11	-18
CN(c1cccc(NC(=O)CN(c2cccc(Cl)c2)S(=O)(=O)c2ccccc2)c1)S(C)(=O)=O	8	-8	-6	-1	16	-3	-17	-2

Continuation:
SMILES	SENP8 block-1	APOBEC3G inh	SENP7 block	SENP1 inh	Apaf1 inhib	UBC13 inh	SENP8 block-2	SENP6 inh
O=C(CN1CCCC1)Nc1ccccc1Sc1ccccc1	-5	-11	0	-1	-23	11	-2	-8
Cc1ccc(C2CC(c3cccc(Cl)c3)n3nc(N)nc3N2)cc1 (stereo unspecified)	-292	-8	-7	1	5	10	4	6
Cc1ccc(CSc2ncnc3onc(C)c23)cc1	21	-5	4	1	-11	11	-2	-13
Cc1ccc(CNC(=O)c2ccc(N3CCC4(CC3)CC(c3cccc(Br)c3)=NO4)c(NC(=O)c3cccc(C)c3)c2)cc1	-1	-4	-2	1	19	-18	-2	-4
COc1ccc(CN2CC(=O)N(c3cc(Cl)ccc3C)C2=S)cc1OC	17	1	4	4	8	-1	6	2
Cc1cc(C)cc(-n2c3nc4ccccc4nc3c3c(=O)n(Cc4ccco4)cnc32)c1	-456	0	-8	-17	31	-19	-4	-15
CC[C@@H]1C(c2ccccc2)=NN(c2ccc(Br)cc2)[C@H]1C(=O)N1CCOC1=O	-387	5	6	-24	21	x	x	x
COc1ccc(Cl)cc1NC(=O)CSc1ncnc2c1oc1ccccc12	13	-6	-1	2	-11	1	1	2
CNc1nc(-c2c(C)n(C)c3ccc(OC)cc23)cs1	-20	-2	9	2	13	2	2	-11
Cc1nc2cc(NS(=O)(=O)c3cccc4cccnc34)ccc2s1	5	4	12	-11	6	-5	1	1
COc1ccc(S(=O)(=O)NCC2CCC(C(=O)O)CC2)cc1 (stereo unspecified)	16	-8	3	3	-6	2	-1	-7
O=C(CCC(=O)OCc1ccc(Cl)cc1)Nc1cccc([N+](=O)[O-])c1	11	-2	3	1	13	2	0	-3
C=CCn1c(SCc2c(C)noc2C)nc2sc(C)c(C)c2c1=O	10	-6	-6	0	17	-6	-10	1
CN(C)c1ccc(N=Nc2ccccc2C(=O)OCC(=O)N(C)C2CCCCC2)cc1	15	4	11	0	25	-236	-1	-2
O=C(COC(=O)CCC(=O)c1cccs1)Nc1cc(S(=O)(=O)N2CCOCC2)ccc1Cl	12	-8	8	5	-5	7	-7	6
CCCCOc1ccc(C(=O)NCC(=O)NCCCn2nc(C)cc2C)cc1	6	-3	3	1	-1	2	-8	-13
CC1CN(S(=O)(=O)c2cc(C(=O)N(CCc3ccccc3)Cc3ccccc3)ccc2Cl)CC(C)O1 (stereo unspecified)	17	1	-6	2	28	2	19	12
O=C1C=C(c2cccc(CO)c2)C[C@@H](c2ccc3c(c2)OCO3)C1	17	-9	5	1	2	2	-1	-10
COc1ccc(NC(C)=O)cc1S(=O)(=O)Nc1ccccc1C(=O)NCCc1ccccc1	-106	-1	-5	-1	6	3	-5	-12
COc1cc(CNCCO)cc(Br)c1OCc1ccccc1Cl	6	1	38	0	2	24	-5	-9
COc1cccc(-n2c(SCC(=O)NCc3ccco3)nnc2-c2c[nH]c3ccccc23)c1	2	0	-6	-1	12	21	2	-4
O=C(CNC(=O)c1ccco1)OCc1ccc(Br)cc1	12	-6	-3	0	-5	-4	2	-7
COCCNC(=O)C(c1cccs1)N(C(=O)Cn1nnc2ccccc21)c1cccc(C)c1 (stereo unspecified)	5	-4	0	2	-5	2	1	-15
CCc1c(C)sc(NC(=O)CCc2ccc(OC)cc2)c1C(N)=O	30	-3	12	0	3	-4	-3	-13
COc1ccc(NC(=O)CC(c2ccc(F)cc2)c2ccc(OC)cc2)cc1 (stereo unspecified)	14	-4	-7	2	11	0	-8	-2
CCOC(=O)C1CCCN(C(=O)c2ccc3c(=O)n(CCOC)c(=S)[nH]c3c2)C1 (stereo unspecified)	12	-6	6	4	-10	21	1	-13
CC(=O)Nc1ccccc1NC(=O)c1cc(C)ccc1C	5	-7	-4	-1	-9	7	1	7
COc1cc(OC)cc(C(=O)NC(C(=O)Nc2ccc(N3CCOCC3)cc2)C(C)C)c1 (stereo unspecified)	-2	-10	-9	0	0	-3	-1	-2
CCOC(=O)/C=C1\NC(=O)C(C)S1 (stereo unspecified)	15	0	19	1	4	0	0	4
O=C(Cn1c(=O)oc2cc(S(=O)(=O)N3CCCCC3)ccc21)N1CCc2ccccc21	14	-11	-7	0	10	-13	-5	-12
Cc1cccc(S(=O)(=O)NCC2CCCO2)c1 (stereo unspecified)	19	-5	1	4	10	4	-7	-1
O=C(CCCOc1ccc(Cl)cc1)NCCc1ccccc1	13	-5	1	2	-4	2	1	-18
